Lipid storage S3 = qHTS Assay for Lipid Storage Modulators in Drosophila S3 Cells; Drosophila S3 cells, BODIPY lipid droplet fluorescence, 18-24 h; cells fed with added oleic acid; Potency in µM for hits, for the others lipid storage change, negative = inhibition, % at the top dose, mostly 46.1 µM; 320,000 tested, 0.64% active; AID 2685; active = well fitted inhibition curve with a large enough effect in the signal ratio, with a control signal flat, not every such curve was filed as active; inconclusive = small, poorly fitted or top-dose-only effect, or effect the other way, or a change in a side signal; the % refers to the signal ratio
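Drosophila S3 cells loaded with oleic acid (400 uM, as added) and compounds at several concentrations; lipid droplets imaged by 488-nm laser-scanning cytometry, 500–530 nm intensity and object ratio to cell channel. Percent activity normalized to 20 uM Triacsin C.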
Lipid storage S3 cell count max = also measured in Lipid storage S3; calls as there; cell number change, %; measured here: cell count max response;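 cells counted by Cell Tracker Red CMTPX staining in the red channel; peak over a dose series mostly up to 46.1 µM; percent activity relative to internal control wells on each plate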
The depositor's hits bear a star; i = inactive; u = inconclusive; x = no result given. % is set by controls: 0 for no effect and ±100 for the full control effect; potency is the fitted concentration of half-maximal effect. An excerpt, so the mix of outcomes need not match the whole.

Start of the data: the first 20 records, ahead of the listing:
SMILES	Lipid storage S3	Lipid storage S3 cell count max
COc1cc(CNCc2ccccn2)ccc1OCC(=O)NC(C)(C)C	10%	8
CCC(C)NC(=O)c1ccc(C)c(NC(=O)C2=C(C)OCCS2)c1 (stereo not given)	u	x
Cc1cc(C(F)(F)F)nc(SCC(=O)NC2=NC(=O)C(C)S2)n1 (stereo not given)	u	x
O=C(CSc1ccccc1C(=O)O)c1ccc(Cl)cc1	6%	7
O=C(c1ccc2c(c1)OCCO2)N1CCCCC1	u	x
CCc1cccc(CC)c1NC(=O)CN1C2CCCC1CC(NC(=O)Nc1cccc(OC)c1)C2 (stereo not given)	-3%	7
O=C(NCc1ccco1)c1cccc(C(F)(F)F)c1	u	x
CCc1noc(C)c1C(=O)NC1CCCc2c1cnn2-c1cc(C)cc(C)c1 (stereo not given)	u	x
NC(=O)c1nn(-c2ccccc2)nc1NC(=O)CSc1nnnn1-c1ccc(Cl)cc1	u	x
CCOC(=O)c1ccc(NC(=S)N2CCCC2c2ccc(OC)c(OC)c2)cc1 (stereo not given)	3%	15
Nc1nonc1-c1noc(-c2ccc(Br)o2)n1	u	x
CC(C)c1onc(C(=O)N2C(C)CCCC2C)c1[N+](=O)[O-] (stereo not given)	u	x
CC1CCc2c(sc(Nc3nc4c(F)cccc4s3)c2C(N)=O)C1 (stereo not given)	-18%	-25
O=C(Nc1nnc(-c2ccc(Cl)cc2)o1)NC1CCCCC1	u	x
CCC(NC(=O)c1cc(COc2cc(C)c(Cl)c(C)c2)on1)c1ccncc1 (stereo not given)	u	x
O=C(COC(=O)/C=C/c1cccs1)NC1CCCCC1	6%	5
CCOC(=O)C1=C(C)OC(N)=C(C#N)C1c1cc(F)ccc1F (stereo not given)	0%	-21
CCN(CC)c1ccc(C2Nc3cccc4cccc(c34)N2)cc1	-1%	x
COc1ccc(CN2CCN(c3ccccn3)CC2)cc1OCc1ccccc1	u	x
NS(=O)(=O)c1ccc(CCNC(=O)Nc2ccc(Cl)c(Cl)c2)cc1	i	34

The list itself, from the first entry:
SMILES	Lipid storage S3	Lipid storage S3 cell count max
COc1cc(CNCc2ccccn2)ccc1OCC(=O)NC(C)(C)C	10%	8
CCC(C)NC(=O)c1ccc(C)c(NC(=O)C2=C(C)OCCS2)c1 (stereo not given)	u	x
Cc1cc(C(F)(F)F)nc(SCC(=O)NC2=NC(=O)C(C)S2)n1 (stereo not given)	u	x
O=C(CSc1ccccc1C(=O)O)c1ccc(Cl)cc1	6%	7
O=C(c1ccc2c(c1)OCCO2)N1CCCCC1	u	x
CCc1cccc(CC)c1NC(=O)CN1C2CCCC1CC(NC(=O)Nc1cccc(OC)c1)C2 (stereo not given)	-3%	7
O=C(NCc1ccco1)c1cccc(C(F)(F)F)c1	u	x
CCc1noc(C)c1C(=O)NC1CCCc2c1cnn2-c1cc(C)cc(C)c1 (stereo not given)	u	x
NC(=O)c1nn(-c2ccccc2)nc1NC(=O)CSc1nnnn1-c1ccc(Cl)cc1	u	x
CCOC(=O)c1ccc(NC(=S)N2CCCC2c2ccc(OC)c(OC)c2)cc1 (stereo not given)	3%	15
Nc1nonc1-c1noc(-c2ccc(Br)o2)n1	u	x
CC(C)c1onc(C(=O)N2C(C)CCCC2C)c1[N+](=O)[O-] (stereo not given)	u	x
CC1CCc2c(sc(Nc3nc4c(F)cccc4s3)c2C(N)=O)C1 (stereo not given)	-18%	-25
O=C(Nc1nnc(-c2ccc(Cl)cc2)o1)NC1CCCCC1	u	x
CCC(NC(=O)c1cc(COc2cc(C)c(Cl)c(C)c2)on1)c1ccncc1 (stereo not given)	u	x
O=C(COC(=O)/C=C/c1cccs1)NC1CCCCC1	6%	5
CCOC(=O)C1=C(C)OC(N)=C(C#N)C1c1cc(F)ccc1F (stereo not given)	0%	-21
CCN(CC)c1ccc(C2Nc3cccc4cccc(c34)N2)cc1	-1%	x
COc1ccc(CN2CCN(c3ccccn3)CC2)cc1OCc1ccccc1	u	x
NS(=O)(=O)c1ccc(CCNC(=O)Nc2ccc(Cl)c(Cl)c2)cc1	i	34
Cc1nn(Cc2c(F)cccc2Cl)c(C)c1[N+](=O)[O-]	u	x
COC(=O)c1ccc(C(=O)OC)c(NC(=O)Oc2ccccc2)c1	13%	-1
COc1cccc(-c2sc3ccc(OC)cc3c2-c2ccc(C(N)=O)cc2)c1	i	13
O=C(O)c1cccc(-n2nnnc2SCc2ccccn2)c1	i	16
C/C(=N\NC(=O)c1cccs1)c1ccc(C(=O)O)s1	15%	-1
O=C(NC1CCCCCC1)C1CCN(S(=O)(=O)c2ccccc2)CC1	u	x
CC(C)(C)c1ccc(C(=O)NCC2CCCN2S(=O)(=O)c2ccccc2)cc1 (stereo not given)	u	x
CCCCCC(=O)C(=O)c1ccc(O)cc1O	-6%	7
COc1cc(C)c(S(=O)(=O)NOCc2ccc([N+](=O)[O-])cc2)c(C)c1C	u	x
O=C(N1CCOCC1)n1cnc2ccccc21	1%	-4
COCCNC(=O)/C(C#N)=C/c1c(N2CCCCCC2)nc2ccccn2c1=O	i	13
COC(=O)c1ccc(Cn2nc(-c3ccccc3)ccc2=O)cc1	-9%	9
Cc1ccc(C)c(NC(=O)Cn2ccn(-c3ccc4c(c3)OCO4)c(=O)c2=O)c1	5%	x
CCOC(=O)CNC(=O)C1c2ccccc2C(=O)N(c2ccc(OC)cc2)C1c1ccc(OC)cc1 (stereo not given)	u	x
COc1ccc(OC)c(-n2cnc3cc(C(=O)O)ccc32)c1	-9%	6
O=C(COC(=O)C(Cc1ccccc1)NC(=O)c1cccs1)NCc1ccccc1 (stereo not given)	4%	-11
Clc1ccc(Cl)c(-c2nn3c(COc4ccccc4)nnc3s2)c1	i	x
Cc1ccc2[nH]c(=O)c(CN(CCc3ccccc3)C(=O)N3CCOCC3)cc2c1	u	x
CCCCn1c(N)c(N(CCOC)C(=O)CSc2n[nH]c(-c3ccc(OC)cc3)n2)c(=O)[nH]c1=O	u	x
O=S(=O)(c1ccc2ccccc2c1)N1CCN(C2Cc3ccccc3C2)CC1	u	x
Cc1c(Cl)c([N+](=O)[O-])nn1Cc1ccc(C(=O)N/N=C\c2ccccn2)o1	u	x
S=C(NCC(c1cccnc1)N1CCOCC1)NC1CCCCC1 (stereo not given)	u	x
Cc1cc(C)cc(NC(=O)c2cc(S(=O)(=O)NCc3ccco3)ccc2F)c1	-12%	-14
Cc1cc(C(=O)Cn2ncc(Cl)c(Cl)c2=O)c(C)n1CC(F)(F)F	u	x
Cc1ccc(-c2nc(C(Cl)Cl)c3ccccc3n2)cc1	u	x
CCN(CC)S(=O)(=O)c1cccc(C(=O)NC(Cc2c[nH]c3ccccc23)c2nnc3n2CCCCC3)c1 (stereo not given)	8%	2
COc1cc(C(C2=C(O)CC(C)(C)CC2=O)C2C(=O)CC(C)(C)CC2=O)cc(OC)c1OC (stereo not given)	2%	6
COc1ccc(Cc2nc(-c3ccc(Br)cc3)no2)cc1	u	x
O=C(CSc1nncn1-c1ccccc1)NC1CCCc2ccccc21 (stereo not given)	15%	5
COc1ccc(S(=O)(=O)n2c([N+](=O)[O-])cnc2C)c(C)c1C	-18%	12
Cn1c(=O)c2c(nc(NCCCN3CCOCC3)n2Cc2ccc(Cl)cc2)n(C)c1=O	20%	x
CSc1ccccc1NC(=O)CN(C)C(=O)Cc1c[nH]c2ccccc12	1%	12
CCNC(=S)NN(c1ccccc1)c1ccccc1	u	x
Cc1cc(NC(=O)CCN2CCC(C)CC2)ccc1Br	u	x
CN(Cc1ccccc1)C(=O)c1[nH]cnc1C(=O)Nc1ccon1	u	x
Cc1cc2c(c(=O)o1)C(CCC1CCCCC1)C(C#N)=C(N)O2 (stereo not given)	u	x
COCCn1c(SCc2csc(-c3ccccc3)n2)nc2ccccc21	-8%	-20
Cc1ccc(NS(=O)(=O)c2cccc3cccnc23)c(Br)c1	-22%	-4
Cc1cccnc1NC(=O)/C=C/c1ccc2c(c1)OCO2	7%	1
Cc1sc(NC(=O)CN(C(=O)c2ccccc2F)C2CCCC2)c(C(N)=O)c1C	u	x

Other compounds follow:
SMILES	Lipid storage S3	Lipid storage S3 cell count max
COc1cc(OC)c(C(=O)OC(C)C(=O)Nc2cc(C(F)(F)F)ccc2Cl)cc1OC (stereo not given)	u	x
CC(=O)c1ccc(NS(=O)(=O)Cc2ccc(Cl)cc2)cc1	u	x
O=S(=O)(c1ccc(=S)[nH]c1)N1CCOCC1	u	x
COc1ccc(C)cc1NC(=O)C(=O)NNC(=O)COc1ccc(Cl)cc1	19%	9
O=C(c1cc(-c2ccc(Br)cc2)n[nH]1)N1CCN(C(=O)c2ccccc2Br)CC1	u	x
CS(=O)(=O)c1ccc2nc(NC(=O)c3ccccc3)sc2c1	u	x
Cn1c(-c2ccccc2)c[n+]2c1-c1ccccc1C2	8%	-5
CC(C)(C)c1ccc(/C=C/C(=O)N2CCN(c3ncccn3)CC2)cc1	u	x
CCCNC(=O)CS(=O)(=O)Cc1nc(-c2cccc(OC)c2)oc1C	u	x
O=C(CSc1nnc2ccc(-c3cccnc3)nn12)Nc1ccc(F)cc1F	-12%	-3
COc1ccc(/C=N\NC(=O)c2ccccc2)cc1COc1ccccc1	i	x
Cc1ccc(NC(=O)c2cccnc2)cc1C	22%	-2
O=S(=O)(c1cccc(NC(=S)Nc2ccc(Br)cc2Cl)c1)N1CCOCC1	u	x
O=C(CSc1nc2ccccc2c(=O)n1-c1ccccc1)N1CCc2ccccc21	u	x
CN(C(=O)Cc1c(C(=O)O)n(C)c2ccccc12)c1cccc(C(F)(F)F)c1	u	x
CC12CCC(C(=O)NNC(=O)c3ccccc3)(OC1=O)C2(C)C (stereo not given)	u	x
O=C(CSc1nnc2c3c4c(sc3ncn12)CCCC4)NCc1ccco1	u	x
CCOc1ccc(NCc2nnc(SCC(=O)Nc3cc(C)on3)n2-c2ccc(OC)cc2)cc1	u	x
Cc1ccc(NC(=S)NNC(=O)CSc2nc3ccccc3c(=O)n2-c2ccc(C)cc2)cc1	u	x
COc1ccccc1CNC(=O)COC(=O)c1c[nH]c2ccccc12	u	x
CN1CCC(=NNC(=O)C(=O)Nc2ccc(F)cc2)CC1	u	x
Cc1c(NC(=S)NC(=O)c2ccco2)c(=O)n(-c2ccccc2)n1C	-12%	-14
COc1ccc(NC(=O)CCCC(=O)NCCc2ccc(OC)c(OC)c2)cc1	u	x
O=c1oc2c(CN3CCCCC3)c(O)ccc2cc1-c1nc2ccccc2[nH]1	u	x
Cc1cc(C)n(-c2ccc(C(=O)Nc3nnc(C4CC4)s3)cc2)n1	u	x
COc1ccc(-n2c(=O)[nH]cc(C(=O)Nc3ccc4c(c3)OCCO4)c2=O)cc1OC	u	x
O=S(=O)(NCc1cccnc1)c1cccs1	u	x
Cc1ccc2nc(SCC(=O)c3ccc4c(c3)NC(=O)CO4)[nH]c2c1	-10%	-4
CCOc1ccc(S(=O)(=O)Nc2ccccn2)c2ccccc12	10%	-9
Cc1c(Cl)cccc1NC(=O)Cn1c(CCC(=O)O)ccc1-c1ccc(Cl)cc1	u	x
COc1ccc(SN=C2C(C)=CC(=O)C=C2C)cc1	u	x
O=C(NCC(c1ccco1)N1CCc2ccccc2C1)C(=O)Nc1cc(F)ccc1F (stereo not given)	u	x
COc1ccc(C(=O)Nc2nc3ccc(S(C)(=O)=O)cc3s2)cc1	1%	-19
O=C(CN1CCN(C(=O)CCC(=O)N2CCC(c3ccccc3)=N2)CC1)Nc1ccc(F)cc1	u	x
COc1cc(C)ccc1OCCOCCOc1ccc([N+](=O)[O-])cc1	u	x
CCOc1ccc(-c2nnc(-c3cccs3)o2)cc1	-3%	x
O=C(NC(=S)NCC1CCCO1)C(c1ccccc1)c1ccccc1 (stereo not given)	19%	7
Cc1ccc(-c2nnc(SCC(=O)NC3CCS(=O)(=O)C3)nc2-c2ccc(C)cc2)cc1 (stereo not given)	-1%	-9
CCOC(=O)c1sc(SC)c2c1CCC/C2=N/OC	u	x
CCc1ccc(NC(=O)C(=O)NNC(=O)c2ccc(OC)cc2)cc1	u	x
Cc1nnc(NC(=O)Cn2cnc3c2c(=O)n(C)c(=O)n3C)s1	9%	15
CCCc1cc2c(cc1NC(=O)c1ccc(C)cc1)OCO2	-20%	17
CCOC(=O)N1CCC(Nc2c(NCCCOC)c(=O)c2=O)CC1	u	x
Cc1cccc(C(=O)Nc2ccc(C(=O)N/N=C/c3cccc(C)n3)cc2)c1	u	x
Cc1cc(NC(=O)C2CCCCC2C(=O)O)ccc1NC(=O)c1ccccc1 (stereo not given)	u	x
COc1ccc(Cn2nnnc2CN(Cc2cc3cc(C)ccc3[nH]c2=O)C2CCCC2)cc1	u	x
COc1cccc(OCc2cc(C(=O)N(Cc3nccn3C)C(C)C)no2)c1	i	15
O=C(NNc1cccc(Cl)n1)c1c(Cl)cccc1Cl	-19%	-14
COc1ccc2ccccc2c1-c1csc(N)n1	13%	x
COc1ccc(CCNC(=O)C2CCCN(S(=O)(=O)c3cc(C)ccc3OC)C2)cc1OC (stereo not given)	i	x
O=C(Nc1nc(-c2ccco2)c(-c2ccco2)s1)c1cnccn1	24%	8
O=C(O)c1ccc(/C=C2\CCCc3c2nc2ccccc2c3C(=O)O)cc1	i	-9
COc1ccccc1NS(=O)(=O)c1cccc(NC(=O)C(C)NC(=O)c2ccco2)c1 (stereo not given)	i	-23
COc1cc(/C=N/N2CCOCC2)ccc1OC(=O)c1ccco1	u	x
CC(=O)NC(CCCNC(=S)NC1CCCCC1)C(=O)O (stereo not given)	2%	8
CC(C)C1C(c2ccccc2)NC(c2ccccc2)CC1(O)c1ccc(F)cc1 (stereo not given)	u	x
COc1ccc(C2=NCCc3cc(OC)c(OC)cc32)cc1OC	u	x
